PhoP GFP inhibition = Inhibition of PhoP regulon, Salmonella typhi GFP reporter cells, confirmation, 4 h (AID 1850) | inhibition, % at 50 µM; hits with a dose series show IC50 in µM | hit rate 0.33% among 310,000 | Salmonella Typhi PhoP-promoter GFP reporter, fluorescence, 4 h; higher % means a stronger effect; in the data active = a potency from the dose series; inconclusive = inhibition mostly from about 25% at the one dose, without a potency; inactive = the rest, 99 in 100 with inhibition below about 19%;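 also: 0% = induced wells with vehicle and 100% = uninduced wells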
influenza NS1A = NS1A inhibition, H1N1 influenza, cell based functional assay (AID 504329) | hit rate 0.3% among 340,000 | NS1A functional cell-based assay, percent inhibition; higher % means a stronger effect | inhibition, % at 12.5 µM; hits with a dose series show IC50 in µM; in the data active = a potency from the dose series; inconclusive = inhibition above about 27% without an active follow-up result; also: strong numbers were not always called active
VEEV TC-83 Vero = inhibitors of VEEV TC-83 cytopathic effect, confirmation, Vero cells (AID 588727); one-dose inhibition, % at 20 µM; IC50 in µM for titrated hits; hit rate 0.13% among 350,000; Vero cells, VEEV TC-83 cytopathic effect inhibition; higher % means a stronger effect; in the data active = a potency from the dose series; inconclusive = inhibition mostly from about 14% at the one dose, without a potency; inactive = the rest, 99 in 100 with inhibition below about 12%; also: strong numbers were not always called active
M. tuberculosis = growth inhibition of non-replicating M. tuberculosis (AID 488890); Mycobacterium tuberculosis non-replicating, growth inhibition; higher % means a stronger effect; one-dose inhibition, % at 25 µM; IC50 in µM for titrated hits; hit rate 0.39% among 320,000; in the data active = a potency from the dose series; inconclusive = inhibition mostly from about 82% at the one dose, without a potency; inactive = the rest, 99 in 100 with inhibition below about 76%;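 also: plate controls were DMSO cells for no effect and high antibiotic wells for full effect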
H37Rv inhibition = M. tuberculosis growth inhibition, HTS (AID 449762) | one-dose inhibition, % at 25 µM; IC50 in µM for titrated hits | M. tuberculosis H37Rv growth inhibition, 7H9 media; higher % means a stronger effect | hit rate 0.59% among 330,000; in the data active = a potency from the dose series; inconclusive = inhibition above about 70% without an active follow-up result;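 also: bacterial growth assessed after seven days of incubation; strong numbers were not always called active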
VEEV TC-83 Vero 10K pilot screen = recorded beside VEEV TC-83 Vero, whose call it bears; inhibition, %; measured here: 10K pilot screen inhibition
* = called active by the depositor; i = inactive; u = inconclusive; x = no result given.

SMILES | PhoP GFP inhibition | influenza NS1A | VEEV TC-83 Vero | M. tuberculosis | H37Rv inhibition | others
Clc1ccc2nnc(Cl)n2n1 | -10% | 0% | 1.6% | u | u
CCOc1cc(OCC)c(C(C)=O)cc1OCC | x | -2% | i | -7% | 1%
Cc1ccc(-n2nc3c(=O)n(CCCC(=O)NCc4ccc(Cl)cc4)nc(C)c3c2C)cc1 | -19% | -9% | 1.3% | x | 6%
Cn1c(CCC(=O)OCC(=O)Nc2ccc(Oc3ccccc3)cc2)nc(=O)c2ccccc21 | -1% | 2% | 0.2% | -28% | 62%
Cc1cc(N2C(=O)C3C4CC(c5ccccc5)C(C4)C3C2=O)no1 (stereo not drawn) | 3% | -1% | 1.7% | -4% | -5%
O=C1/C(=C/c2cccnc2)N=C2CCCCCN12 | 0% | 8% | i | -11% | 2%
CCOc1cc(/C=C2\C(=O)ON=C2c2ccccc2)cc(Br)c1O | -11% | 11% | 26% | 0% | 5%
O=C(O)COc1c(Cl)cc(/C=C2/NC(=O)NC2=O)cc1Br | 4% | 8% | 0.7% | 0% | -3% | VEEV TC-83 Vero 10K pilot screen=0.3
CCC(C)NC(=O)C(=O)NC1CCCC1 (stereo not drawn) | x | 5% | 0.3% | x | x
Cc1cc(Cl)ccc1OCCCC(=O)NCc1ccncc1 | 4% | -10% | i | 20% | -4%
CCCSc1nc2c(=O)[nH][nH]c(=O)c2n1Cc1ccccc1 | 3% | -1% | 1.7% | 20% | 1%
Cc1cc2ncn(-c3nnnn3-c3ccccc3)c2cc1C | -5% | 6% | 7.1% | -6% | -8%
Cc1sc2nc(SCC(=O)N3CCOCC3)[nH]c(=O)c2c1C | x | 8% | 0.2% | x | -6%
CN(C(=O)c1cccc(NC(=O)Cc2ccc(NC(=O)C3CCN(C(=O)C4CC4)CC3)cc2)c1)C1CCCC1 | x | -3% | 1.1% | x | x
O=C(NCC1CCCN1S(=O)(=O)c1cccs1)c1cccc([N+](=O)[O-])c1 (stereo not drawn) | 9% | -3% | 2.5% | 16% | 4%
COCCNC(=O)C12CC3CC(CC(Cl)(C3)C1)C2 | 8% | x | i | -2% | -12%
O=C1[C@H](Cc2ccccc2)NCC=CC[C@@H](c2ccc(Cl)cc2)N1Cc1ccc(Cl)cc1 | x | -1% | i | x | x
Cn1c(=O)c2ncn(CC(=O)Nc3nc(-c4ccc(Cl)cc4)cs3)c2n(C)c1=O | -5% | 2% | 11% | 9% | 1%
O=C1C2CC=CCC2C(=O)N1c1nc2n(n1)C(c1ccccc1)CC(c1ccccc1)N2 (stereo not drawn) | -12% | -3% | 5.6% | 18% | -3%
COc1ccc(NC(=O)CSc2nnc3ccc(-c4ccccn4)nn23)c(OC)c1 | 1% | -5% | 4.2% | -15% | -1%
CCOC(=O)c1nn(-c2ccc(OCC)cc2)c(C)c1C(C)=O | 4% | -3% | 1.5% | 3% | -6%
COc1ccccc1N1CCN(C(=O)C2CCN(S(=O)(=O)c3ccc(Cl)cc3)CC2)CC1 | -11% | 5% | 1.4% | 29% | -12%
Cn1nnc(NC(=O)c2cccc(OCc3ccccc3)c2)n1 | 3% | 13% | 0.7% | 50% | 4%
Cc1nc(N2CCOCC2)[nH]c(=O)c1C(O)C(Cl)(Cl)Cl (stereo not drawn) | -14% | 13% | 1.6% | -5% | -9%
Cc1ccc2nc(SCC(=O)Nc3ccc4c(c3)OCCO4)nc(=O)n2c1 | 10% | 7% | 8.6% | 17% | 11%

Next part.
SMILES | PhoP GFP inhibition | influenza NS1A | VEEV TC-83 Vero | M. tuberculosis | H37Rv inhibition | others
O=C(NC1CCCCC1)C(c1ccccc1F)N(Cc1ccco1)C(=O)Cn1nnc2ccccc21 (stereo not drawn) | 1% | -8% | 1.5% | 4% | 6%
Nc1nc2ccc(C(=O)NCCOC(=O)C3CCCCC3)cc2s1 | 2% | -13% | 0.4% | 23% | -4%
Cc1ccc2c(CN3CCC(C)CC3)cc(=O)oc2c1C | 6% | -2% | 0.3% | 29% | 0%
Cc1[nH]nc2nc(SCC(=O)NC3CCCCC3)n(-c3ccc(Br)cc3)c(=N)c12 | -4% | -5% | 2.8% | -6% | -2%
O=C(O)CCn1cc(C2CC(c3ccccc3)=NN2c2ccccc2)c(-c2ccccc2)n1 (stereo not drawn) | 0% | -10% | 0.1% | 3% | -3%
C/C(=N\NC(=O)c1ccco1)c1cccc2ccccc12 | 7% | 8% | 1.1% | u | 3%
COc1ccc(N2CCN(C(=O)CNC(=O)c3cccs3)CC2)cc1 | -3% | -6% | 3.8% | -5% | -1%
CCC(=O)N1c2ccc(S(=O)(=O)NCCc3ccc(C)cc3)cc2CC1C (stereo not drawn) | -6% | 2% | i | 18% | 0%
CCOC(=O)C(C)Sc1nc2c(c(-c3cccs3)c1C#N)CCC2 (stereo not drawn) | 0% | -4% | 4.6% | u | 58%
Cc1ccsc1C(=O)N1CCN(c2ccccn2)CC1 | 2% | -4% | i | 13% | 4%
O=C(CN1c2cccc3cccc(c23)S1(=O)=O)NCCc1ccccc1 | x | 11% | 1.4% | 6% | -5%
COc1ccc(NC(=S)N2CCN(S(C)(=O)=O)CC2)cc1OC | -7% | 22% | 0.6% | 4% | 7%
Cc1cccc(NC(=O)NC(=O)c2ccccc2)n1 | -9% | 0% | 1.0% | -6% | -11%
Cc1c(C(=O)N(Cc2ccc(N(C)C)cc2)CC2CCCO2)oc2ccccc12 (stereo not drawn) | -1% | 28% | i | 9% | 10%
COc1ccc(OC)c(N/C(C)=C/C(=O)c2ccccc2)c1 | 4% | 5% | 3.5% | 26% | 50%
CC1(C2CCC3C4CCC5CC6(CCC5(C)C4C(=O)CC32C)OCCO6)OCCO1 (stereo not drawn) | x | -11% | i | x | x
CN(CCNC(=O)c1ccc(CS(=O)(=O)c2c(Cl)cccc2Cl)o1)CCc1ccccc1 | 8% | 3% | i | 36% | 6%
CN1C(=O)/C(=C\c2ccc(OC(=O)c3ccco3)cc2)SC1=S | 0% | 11% | i | 37% | 6%
C=CCN1C(=O)C2(C(C(=O)OCC)=C(N)Oc3c2c(=O)oc2ccccc32)c2ccccc21 (stereo not drawn) | 6% | 3% | 5.2% | 14% | -4%
COc1ccc(NC(=O)C2CCCN2C(=O)NCc2ccccc2)c(OC)c1 (stereo not drawn) | 6% | 3% | 2.9% | 2% | -5% | VEEV TC-83 Vero 10K pilot screen=1.4
CC1(C)CC(=O)C(C=NCCN2CCN(C(=O)c3ccc(F)cc3)CC2)=C(O)C1 | -9% | -20% | 4.4% | -3% | 6%
O=C(NCCNC(=O)c1ccccc1Br)c1ccccc1Br | -11% | -13% | i | 12% | 4%
Fc1ccc2nc(Nc3nc4c(s3)CCCC4)sc2c1 | -6% | -10% | 5.9% | 4% | 5%
CCn1c(-c2ccccc2O)n[nH]c1=S | 2% | 0% | i | 0% | -5%
CCOC(=O)c1ccc(NC(=O)CSc2nc(SC)ns2)cc1 | 22% | -10% | 1.0% | u | 0%

The list goes on:
SMILES | PhoP GFP inhibition | influenza NS1A | VEEV TC-83 Vero | M. tuberculosis | H37Rv inhibition | others
COc1ccc(S(=O)(=O)NC(CC(=O)NCCc2ccc(OC)c(OC)c2)c2ccco2)cc1 (stereo not drawn) | -2% | 7% | 0.8% | x | -10%
O=C(Nc1ccccc1F)c1ccc(-c2cccc([N+](=O)[O-])c2)o1 | -16% | 3% | 1.1% | -1% | 0%
COC(=O)c1cc2ccsc2n1Cc1cc(=O)n2ccccc2n1 | 0% | -2% | i | 0% | -5%
COC(=O)c1cc(NC(=O)CSc2nnc(CN3CCOCC3)n2C)ccc1Cl | 4% | -5% | 0.6% | 1% | -9%
CC(C)Sc1nc2c(c(=O)[nH]1)C(c1cccs1)C1=C(CC(C)(C)CC1=O)N2 (stereo not drawn) | 4% | 3% | 8.9% | 23% | -9%
Cn1nnnc1Sc1ncnc2scc(-c3ccccc3C(F)(F)F)c12 | x | -1% | u | 63% | 0%
O=C(NN=Cc1ccc(N(CCCl)CCCl)cc1)C(=O)c1c[nH]c2ccccc12 | x | 2% | 4.7% | x | x
CCOC(=O)c1sc(NC(=O)Nc2ccc(Cl)cc2)cc1C | 2% | 1% | 7.4% | 26% | 27%
CON=C1C=C(C)C(=O)C(C)=C1C | x | -21% | 5.4% | x | x
CCOc1ccc2c(C)c(C(=O)O)oc2c1OCC | -6% | 7% | 1.6% | -3% | -3%
Cc1ccc(CSc2nnc(SCC(=O)N/N=C/C=C/c3ccccc3[N+](=O)[O-])s2)cc1 | -5% | 3% | i | 34% | -5%
Cc1ccc(-c2nnc(Nc3ccc4c(c3)OCO4)c3ccccc23)cc1S(=O)(=O)NCCO | -5% | 5% | 8.3% | -5% | 9%
CN(C)c1nc2c(cnn2C)c(=O)[nH]1 | x | 8% | 3.5% | x | x
O=C(CN1C(=O)C(=O)N(C2CCCC2)C1=O)NCCc1ccc(Cl)cc1Cl | x | -14% | 0.4% | -8% | 4%
CC(C)[C@H](Nc1nc(-c2ccccc2)nc2c1oc1ccccc12)C(=O)O | -3% | -9% | 2.9% | 6% | 4%
CCc1ccc(S(=O)(=O)NCc2csc(-c3cccnc3)n2)s1 | -1% | 4% | i | 8% | -1%
Cc1cc2nc(-c3ccc(SCC(=O)N4CCc5ccccc54)nc3)[nH]c2cc1C | 4% | 5% | i | -20% | -6%
COC(=O)c1c(NC(=O)CCN2CCOCC2)sc2c1CCCC2 | -10% | 6% | 2.3% | 57% | -8%
O=C(c1sccc1Cl)N1CCN(Cc2ccc3c(c2)OCO3)CC1 | 7% | -18% | 2.1% | -6% | -4%
COc1ccc(S(=O)(=O)N2CCN(C(=O)C3CC3)CC2)cc1 | -4% | 9% | 2.1% | 9% | 3%
CCCn1nc(NC(=O)c2cccs2)c2cc3cccc(C)c3nc21 | -2% | x | 77% | 13% | 27%
Cc1c(NC2=C(Cl)C(=O)N(c3ccccc3)C2=O)c(=O)n(-c2ccccc2)n1C | -4% | 9% | 5.0% | 35% | 0%
O=C(CN(C1CCCCC1)S(=O)(=O)c1ccc(Cl)cc1)NCCCO | 14% | -4% | i | 13% | -3%
COc1ccc(NC(=O)CN2C(=O)NC3(CCCC3)C2=O)cc1 | 5% | -13% | i | 11% | 7%
Cc1cc(NS(=O)(=O)c2ccc(NC(=O)COc3ccc(Cl)cc3)cc2)no1 | 0% | 0% | 0.4% | 61% | -3%

(next part)
SMILES | PhoP GFP inhibition | influenza NS1A | VEEV TC-83 Vero | M. tuberculosis | H37Rv inhibition | others
Cc1cc(N/N=C/c2ccc(F)cc2)nc(-n2nc(C)cc2C)n1 | 1% | x | 3.5% | 4.9µM* | u
CN(C(=O)CN1C(=O)NC(c2ccccc2)(c2ccccc2)C1=O)C1CCS(=O)(=O)C1 (stereo not drawn) | x | -4% | 1.1% | 2% | -6%
COc1ccc(-c2cc(=O)oc3cc(O)ccc23)cc1 | 0% | 1% | 8.9% | -11% | -2%
COC(C)(C)[C@]12CC(O)(C(C)C)ON1[C@H]1CCCCC1N2O (stereo partly drawn) | -13% | -17% | 0.6% | -1% | 0%
O=C1CC(c2ccccc2)n2ncnc2N1 (stereo not drawn) | 1% | -4% | 0.9% | 0% | -20%
O=C(NCc1cccnc1)C1CC(c2cccc(Br)c2)=NO1 (stereo not drawn) | -6% | -2% | i | -7% | -5%
CC(C)COc1ccc(C(=O)CCN2CCCCC2)cc1 | -11% | -14% | 0.3% | 9.7µM* | 7%
CCCCn1c(NCCC)nc2c1c(=O)[nH]c(=O)n2C | x | 12% | 0.7% | x | x
CCCCNC(=O)c1onc(CSc2ccccc2)c1C(=O)NCCCC | -8% | -17% | 2.4% | 12% | 0%

Some of these compounds in order of SMILES length, falling.
SMILES | PhoP GFP inhibition | influenza NS1A | VEEV TC-83 Vero | M. tuberculosis | H37Rv inhibition | others
COC(C)(C)[C@]12CC(O)(C(C)C)ON1[C@H]1CCCCC1N2O (stereo partly drawn) | -13% | -17% | 0.6% | -1% | 0%
Cc1cc(N/N=C/c2ccc(F)cc2)nc(-n2nc(C)cc2C)n1 | 1% | x | 3.5% | 4.9µM* | u
CCCCNC(=O)c1onc(CSc2ccccc2)c1C(=O)NCCCC | -8% | -17% | 2.4% | 12% | 0%
O=C(NCc1cccnc1)C1CC(c2cccc(Br)c2)=NO1 (stereo not drawn) | -6% | -2% | i | -7% | -5%
COc1ccc(-c2cc(=O)oc3cc(O)ccc23)cc1 | 0% | 1% | 8.9% | -11% | -2%
CC(C)COc1ccc(C(=O)CCN2CCCCC2)cc1 | -11% | -14% | 0.3% | 9.7µM* | 7%
O=C1CC(c2ccccc2)n2ncnc2N1 (stereo not drawn) | 1% | -4% | 0.9% | 0% | -20%
